PHOSPHO1 block = blocks human PHOSPHO1 phosphatase activity | actives 1.1% (n = 290,000) | recombinant PHOSPHO1, absorbance phosphatase assay | inhibition, % at 13.3 µM | AID 1565; in the data active = inhibition above about 60%
IDE cell inh = inhibits human insulin-degrading enzyme in HEK cells. P14735. FAbetaB cleavage, fluorescence polarization. inhibition, % at 5.59 µM. actives 0.41% (n = 320,000);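 active = percent inhibition above the average of all tested compounds plus 3 SD, set per screening campaign, cut at about 16% in these data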;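 also: IDE supplied by intact live HEK cells; FP after avidin binding of uncleaved biotin substrate so inhibition keeps polarization high; 0% = DMSO wells and 100% = 60 µM reference IDE inhibitor Ii1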
Target sequence (P14735 whole entry, looked up): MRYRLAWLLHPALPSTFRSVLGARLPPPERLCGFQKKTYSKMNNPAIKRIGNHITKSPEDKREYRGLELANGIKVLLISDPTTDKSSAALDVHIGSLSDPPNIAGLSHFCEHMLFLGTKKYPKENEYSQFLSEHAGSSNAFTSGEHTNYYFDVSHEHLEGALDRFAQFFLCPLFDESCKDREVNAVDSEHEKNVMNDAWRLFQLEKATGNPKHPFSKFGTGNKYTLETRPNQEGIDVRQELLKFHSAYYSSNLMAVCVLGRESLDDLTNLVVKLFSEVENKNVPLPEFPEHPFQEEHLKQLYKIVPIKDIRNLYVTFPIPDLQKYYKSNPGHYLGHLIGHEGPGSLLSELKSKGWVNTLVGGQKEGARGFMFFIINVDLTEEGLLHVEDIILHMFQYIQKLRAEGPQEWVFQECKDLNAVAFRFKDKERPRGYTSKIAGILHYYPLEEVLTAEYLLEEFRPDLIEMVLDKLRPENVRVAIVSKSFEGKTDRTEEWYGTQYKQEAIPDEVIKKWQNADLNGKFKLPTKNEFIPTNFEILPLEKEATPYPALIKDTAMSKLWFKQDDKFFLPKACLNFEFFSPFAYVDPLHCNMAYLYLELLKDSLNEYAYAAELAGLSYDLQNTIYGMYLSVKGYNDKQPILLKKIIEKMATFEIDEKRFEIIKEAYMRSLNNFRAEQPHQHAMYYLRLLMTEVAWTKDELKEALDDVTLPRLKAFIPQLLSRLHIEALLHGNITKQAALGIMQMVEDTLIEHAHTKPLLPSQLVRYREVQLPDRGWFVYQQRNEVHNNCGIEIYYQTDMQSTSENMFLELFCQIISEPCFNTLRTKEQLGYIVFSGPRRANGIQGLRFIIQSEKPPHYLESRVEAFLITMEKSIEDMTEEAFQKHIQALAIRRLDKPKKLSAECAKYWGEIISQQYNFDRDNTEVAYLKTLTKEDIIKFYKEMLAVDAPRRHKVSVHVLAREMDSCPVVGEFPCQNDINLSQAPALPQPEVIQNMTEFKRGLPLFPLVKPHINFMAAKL
NALP1 inh = blocks the NALP1 inflammasome reconstituted in yeast. S. cerevisiae NALP1/ASC/caspase-1 growth, X-gal OD620, 72 h. actives 0.61% (n = 280,000). AID 2071. inhibition, % at 10 µM; in the data active = inhibition mostly above about 24%, no sharp cut-off; inactive = mostly below about 32%; also: some compounds called inactive have numbers as strong as hits
M18AAP inhibitor = PfM18AAP enzyme inhibition; recombinant PfM18AAP, H-Glu-NHMec fluorogenic cleavage; inhibition, % at 7.35 µM; actives 1.2% (n = 290,000); AID 1822;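 active = inhibition above the campaign mean inhibition over all tested compounds plus 3 SD, cut at about 28% in these data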;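 also: 0% = plate median of test compound wells and 100% = 2 mM ZnCl2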
IMP-1 inhibitor = blocks Pseudomonas aeruginosa IMP-1 metallo-beta-lactamase; purified IMP-1, nitrocefin hydrolysis, epi-absorbance fluorescence; inhibition, % at 5.6 µM; actives 0.45% (n = 290,000); AID 1556;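 active = inhibition above the mean plus 3 SD of all compounds in the same screening run, cut at about 4.5% in these data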;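 also: 0% = IMP-1 with DMSO and 100% = DMSO wells lacking enzyme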
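Assay system: purified IMP-1; Quantity: IMP-1 0.2 nM before substrate addition; Medium: HEPES buffer pH 7.1 with ZnSO4 and Brij 35; Incubation: 15 min enzyme–compound preincubation, then 25 min nitrocefin reaction, 25 °C; Signal: fluorescence quenching readout, ex 480/em 530 nm; Controls: DMSO with and without IMP-1; Repeats: singlicate testing.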
GPR7 antag = blocks human GPR7 receptor signaling; P48145; GPR7-expressing cells, fluorescence antagonist assay; inhibition, % at 4.4 µM; actives 1.1% (n = 290,000); AID 1861; in the data active = inhibition above about 16%, passing the limit was not always enough;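 also: cells stimulated with the agonist NPW; 0% = agonist with vehicle and 100% = vehicle without agonist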
pCIP destab = p/CIP protein destabilization; Q05BA5; F442A p/CIP-EGFP cells, EGFP fluorescence, 16 h; AID 1984; actives 0.01% (n = 290,000); decrease of EGFP signal, % at 10 µM;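 active = EGFP signal decrease of at least 30% at 10 µM or well 3 SD below plate mean, unless failing retest; inactive = the rest, including hits failing retest or dose response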; also: some compounds called inactive have numbers as strong as hits; many of its hits are not listed in these tables
VIM-2 inhibitor = blocks Pseudomonas aeruginosa VIM-2 metallo-beta-lactamase; purified VIM-2, nitrocefin hydrolysis, epi-absorbance fluorescence; inhibition, % at 5.6 µM; actives 0.89% (n = 290,000); AID 1527;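 active = inhibition above the mean of all tested compounds plus 3 SD, cutoff set per screening run, cut at about 7.5% in these data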;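 also: red hydrolysis product quenches plate fluorescence so inhibitors raise well fluorescence; 0% = enzyme with DMSO and 100% = DMSO without enzyme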
IDE act = boosts human insulin-degrading enzyme activity in HEK cells; P14735; FAbeta-B cleavage, fluorescence polarization; 0% vehicle, 100% cell-free pure enzyme wells; activation, % at 5.96 µM; actives 0.073% (n = 340,000); AID 493087;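 active = activation above the mean of all tested compounds plus 3 SD, set per screening campaign, cut at about 17% in these data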
* = called active by the depositor; · = no result given; & = joins results of further samples.

IDE cell inh	PHOSPHO1 block	IDE act	VIM-2 inhibitor	NALP1 inh	GPR7 antag	IMP-1 inhibitor	M18AAP inhibitor	pCIP destab	Molecule
-1.8	-9.7	4.0	-3.3	-3.6	7.5	-5.8	-4.7	2.3	CCOc1ccccc1C(=O)N/N=C/c1c[nH]c2ccccc12
-4.1	-8.8	6.0	-1.4	8.9	2.6	-0.7	-7.0	1.0	Cc1noc(C)c1C(=O)OCC(=O)Nc1cccc(S(N)(=O)=O)c1
-2.4	39.5	-2.1	-0.1	-1.9	-12.0	-2.3	-6.3	-1.1	CCOC(=O)C(N)CSC1CC(=O)N(c2ccc(OCC)cc2)C1=O (configuration not stated)
0.3	-49.6	-5.2	0.0	·	-5.0	0.1	-9.3	5.9	O=S(=O)(NC1=NCCCCC1)c1ccc2sc(NS(=O)(=O)c3ccc4ccccc4c3)nc2c1
0.5	-4.5	2.5	-0.4	22.9	13.7	0.3	-3.9	1.7	O=C(NN=C1CCCC1)NC1CCCCC1
-1.5	9.4	-1.2	-3.5	26.3	-3.1	-3.0	-11.4	-4.7	NS(=O)(=O)c1ccc(CCNC(=O)c2ccccc2[N+](=O)[O-])cc1
6.6	-9.9	1.2	1.2	-1.1	-7.7	-2.4	-1.6	-9.5	Cc1ccn2c(=O)nc(SCc3cccc(C(F)(F)F)c3)nc2c1
3.3	-3.5	4.0	-3.2	18.2	-9.2	-4.2	-1.4	-7.4	CCOc1cccc(NC(=O)C2CCCN(S(=O)(=O)c3ccc(-n4cnnn4)cc3)C2)c1 (configuration not stated)
-4.6	3.9	0.9	-3.1	18.2	10.6	-0.1	-0.5	-8.1	OC1(CN2CCOCC2)C2CN3CCN(C2)CC1(c1ccccc1)C3 (configuration not stated)
0.6	19.2	8.0	3.8	-13.6	-14.7	-4.0	-0.7	-7.9	O=C(NCc1cccnc1)c1c(O)c2cccc3c2n(c1=O)CCC3
6.8	14.3	2.4	-6.1	-2.5	-5.5	-2.6	0.1	3.1	Cc1ccc2c(c1)N(CC(=O)N1CCOCC1)C(=O)C(C)O2 (configuration not stated)
4.5	8.8	1.9	-2.5	26.3	-10.9	-0.7	-13.3	-0.7	CCOc1ccc(Br)cc1S(=O)(=O)Nc1ccc(C(=O)Nc2ccc(C)cc2)cc1
4.7	-3.9	-3.1	-2.6	28.5	-15.9	-4.6	0.4	-10.3	O=C(CSc1nc2ccccc2[nH]1)NCc1ccc2c(c1)OCO2
3.3	35.7	1.4	-1.1	9.6	1.4	0.0	3.6	10.7	COCCN(Cc1nc(-c2ccc(-c3ccccc3)cc2)oc1C)C(C)C
-4.1	38.6	6.3	2.0	25.8	12.3	-0.6	8.2	6.7	O=[N+]([O-])c1cc(Cl)ccc1Sc1ccccn1
4.9	8.7	-0.1	-3.9	4.5	-2.1	-3.3	12.4	-9.0	O=C(Oc1ccc2c(c1)OCC2=O)c1ccccc1
-0.9	12.3	-0.4	0.7	17.3	-6.5	-1.1	-2.8	-8.1	CCOc1ccccc1/C=C/c1onc(C)c1S(=O)(=O)N1CCC(C(=O)NC)CC1
4.5	12.5	1.2	-2.6	-5.9	-5.3	1.0	0.0	-7.6	CCc1nnc(NC(=O)Cc2cccs2)s1
·	14.3	2.5	-2.0	25.1	-4.0	-4.3	0.9	1.2	Cc1occc1-c1nnc(SCC(=O)NCc2cccs2)n1CC1CCCO1 (configuration not stated)
0.3	19.7	5.7	-0.7	28.7	-0.7	-2.8	-17.2	5.8	O=C(CSc1nnc(-c2ccncc2)n1Cc1ccco1)Nc1ccccc1F
1.1	3.7	8.6	-3.6	9.6	-2.3	-3.1	-1.9	-14.1	CCC(C)NC(=O)c1c(N)n(/N=C/c2ccccn2)c2nc3ccccc3nc12 (configuration not stated)
-2.2	-18.6	3.7	-3.1	-8.8	-3.5	-2.5	2.6	-18.0	CN(C)c1nc(Oc2ccc(=O)[nH]n2)nc(N2CCOCC2)n1
4.5	15.4	8.2	-1.9	19.0	-9.6	-3.1	3.3	-12.9	CC1(C)C(=O)NCCN1C(=O)CC1C(=O)NCCN1Cc1cccc(C(F)(F)F)c1 (configuration not stated)
1.0	22.7	5.4	-3.3	-4.2	-10.8	-2.9	-1.9	-9.3	S=C1Cc2ccccc2C(c2ccc(Cl)cc2)N1 (configuration not stated)
0.8	-9.6	-4.5	-0.9	22.1	-11.6	-3.2	-1.4	-5.4	COc1cccc(C(=O)N2CCN(S(=O)(=O)Cc3ccccc3)CC2)c1
-0.6	5.5	2.6	-1.8	0.0	35.7*	-5.7	-2.2	-1.0	Cc1c(Cl)ccc2c1NC(=O)[C@]21N[C@@H](Cc2ccccc2)[C@H]2C(=O)N(c3ccc(F)cc3)C(=O)[C@H]21
-10.7	32.6	4.7	2.4	2.2	-3.4	-1.4	-7.0	-8.4	O=C(COC(=O)CCc1c[nH]c2ccccc12)NCc1ccc2c(c1)OCO2
-4.0	14.4	-2.7	-2.8	16.7	1.2	-2.1	4.0	-3.0	O=C(Cn1cnc2c(cnn2-c2ccccc2)c1=O)NCc1ccccc1
2.7	12.1	6.5	0.4	12.1	-13.0	-0.4	-0.4	1.3	CCOC(=O)c1[nH]c2cc3c(cc2c1NC(=O)CN1CCCC1)OCO3
12.6	-20.8	-3.1	-1.9	·	0.5	1.5	18.9	-9.8	CCOC(=O)/C=c1\s/c(=C(\C#N)C(N)=O)n(-c2ccccc2)c1=O
-3.4	-12.2	-4.7	-2.3	13.3	35.0*	-0.3	-7.1	-11.2	CCOc1ccc(NC(=O)CCn2c(=S)oc3ccccc32)cc1
6.8	3.7	0.7	-5.2	22.8	-12.9	-3.6	0.1	0.4	C[C@H](NC(=O)OC(C)(C)C)C(=O)NCC1CCC(C(=O)O)CC1 (some centres not stated)
1.3	0.1	0.4	-4.0	27.0	-7.4	-3.3	2.4	-2.3	COc1cc(C=O)ccc1OCCCCOc1ccccc1[N+](=O)[O-]
-6.8	9.6	-0.2	-1.6	17.1	-2.3	-0.8	0.3	-6.2	Cc1ccccc1N(CC(=O)NCc1ccco1)C(=O)CNS(=O)(=O)c1ccc(F)cc1
-2.4	8.5	-5.2	-0.2	12.9	-2.4	-2.2	-3.5	-7.9	O=c1[nH]c(N2CCOCC2)nc2ccccc12
-6.5	39.7	-5.0	-1.4	12.0	-4.3	-2.9	-2.7	8.5	COc1cc(NC(=O)c2ccc([N+](=O)[O-])o2)ccc1NC(=O)c1cccs1

Full records, looked up by structure. Screens in order: IDE cell inh, PHOSPHO1 block, IDE act, VIM-2 inhibitor, NALP1 inh, GPR7 antag, IMP-1 inhibitor, M18AAP inhibitor, pCIP destab
Shown for Cc1c(Cl)ccc2c1NC(=O)[C@]21N[C@@H](Cc2ccccc2)[C@H]2C(=O)N(c3ccc(F)cc3)C(=O)[C@H]21 → -0.6, 5.5, 2.6, -1.8, 0.0, 35.7*, -5.7, -2.2, -1.0
Shown for Cc1ccccc1N(CC(=O)NCc1ccco1)C(=O)CNS(=O)(=O)c1ccc(F)cc1 → -6.8, 9.6, -0.2, -1.6, 17.1, -2.3, -0.8, 0.3, -6.2
Shown for COc1cccc(C(=O)N2CCN(S(=O)(=O)Cc3ccccc3)CC2)c1 → 0.8, -9.6, -4.5, -0.9, 22.1, -11.6, -3.2, -1.4, -5.4

Further structures.
IDE cell inh	PHOSPHO1 block	IDE act	VIM-2 inhibitor	NALP1 inh	GPR7 antag	IMP-1 inhibitor	M18AAP inhibitor	pCIP destab	Molecule
1.1	-2.6	-3.0	-3.3	12.0	-12.9	-3.8	2.0	3.6	CC(C)CNC(=O)CN(C1CCCCC1)S(C)(=O)=O
0.8	-2.2	2.2	1.0	18.1	-2.6	0.3	-0.7	-6.0	CCOC(=O)c1cc(CC)sc1/N=C/c1c(O)ccc2ccccc12
2.5	15.1	-5.7	-4.4	15.3	-4.6	-2.6	-2.8	1.2	COc1ccccc1NC(=O)CSc1nc2ccccc2nc1N1CC(C)OC(C)C1 (configuration not stated)
5.2&4.0	-3.8&31.7	-2.4&1.0	-0.5&-1.6	21.1&4.7	-4.3&3.3	-3.7&-2.1	-5.6&8.0	-6.1&-16.4	CC(=O)[C@H]1CC[C@H]2[C@@H]3CCC4=CC(=O)CC[C@]4(C)[C@H]3CC[C@]12C
0.8	4.1	·	-2.0	-2.2	-3.7	-2.1	2.2	-1.0	CC(=O)Nc1ccccc1NC(=O)c1ccc(C)cc1C
2.3	-26.9	9.6	-1.5	3.3	-7.3	-2.5	5.4	19.8	O=C(Cc1ccc(Cl)c(Cl)c1)Nc1ccccc1N1CCOCC1
3.7	34.2	1.9	-2.7	4.2	-14.2	-2.0	2.9	-22.6	COC(=O)c1ccc(N2CCN(C(=O)c3ccccc3)CC2)c(NC(C)=O)c1
-10.2	-13.2	-1.1	-1.2	1.4	-6.2	1.1	1.5	-6.5	CCC(=O)Nc1ccc2nc(C3CC3)n(Cc3ccccc3)c(=O)c2c1
5.7	13.4	-1.2	-2.2	40.7	2.3	-0.3	-6.5	-8.9	COC(=O)NNC(=O)COc1cc(C)c(Br)cc1C(C)C
-1.5	-10.7	2.6	-3.1	34.7	-0.7	-0.7	-2.9	2.1	CN1C2CCC1/C(=C\c1ccc(F)cc1)C(=O)/C2=C/c1ccc(F)cc1
5.0	35.9	5.6	-0.4	-20.7	-0.3	-2.0	-0.1	1.7	Cc1ccc(Oc2ccc(Cl)cc2N)cc1
5.3	2.6	2.7	-3.9	·	-3.9	-4.8	-0.2	-0.1	CCOc1ccc(/C=N/NC(=O)Cn2ccnc2C)cc1
·	36.0	4.1	0.6	19.4	2.1	-1.0	5.1	-4.5	O=C(COC(=O)CSc1ccc([N+](=O)[O-])cc1)NCC1CCCO1 (configuration not stated)
6.9	-15.4	2.8	-0.5	7.0	-3.2	-1.2	0.8	1.6	O=C(NCc1ccc2c(c1)OCO2)c1ccc(CS(=O)(=O)Cc2cccc(Cl)c2)o1
1.4	43.6	1.3	·	·	·	·	·	-14.1	CCOC(=O)c1ccc(NC(=O)c2nc[nH]c2C(=O)NCC(=O)OC(C)(C)C)cc1
3.5	-1.3	4.6	0.3	9.0	-10.7	-1.7	-9.1	12.7	COC(=O)c1ccc(C2C(Oc3ccc(OC)cc3)C(=O)N2CCc2ccc(F)cc2)cc1 (configuration not stated)
1.6	-0.8	4.0	-1.6	-80.3	-6.0	2.3	4.3	7.6	COc1ccc(CNc2ccccc2)cc1Br

Compound activity (PubChem BioAssay)
